# SRC1 TRFRET art: counter-screen for PPARgamma SRC-1 recruitment agonists: TR-FRET artefact; TR-FRET detection artefact counter-screen, emission ratio; active compounds read high; TR-FRET ratio at 8 µM; hit rate 0.34% among 99,000; AID 1051; in the data active = TR-FRET ratio above about 2300; note: inactives centre near 1800; reference of the scale not given here
# SRC3 TRFRET art: counter-screen for PPARgamma SRC-3 recruitment agonists: TR-FRET artefact; PPARgamma/SRC-3 format; active compounds read high; hit rate 0.39% among 99,000; TR-FRET ratio at 8 µM; in the data active = TR-FRET ratio above about 2000; note: inactives centre near 1600; reference of the scale not given here
# * marks the source's active call; other numbers are inactive results.
# Every second line gives: SRC1 TRFRET art | SRC3 TRFRET art
CC1CCCC(C)N1C(=O)CSc1nc2ccccc2c(=O)[nH]1 (centres undefined)
  1603 | 1535
CCN1/C(=C/c2ccc3cc(C)ccc3[n+]2CC)Sc2cc(C)c(C)cc21
  2046 | 1848
O=C(CN1C(=O)S/C(=C\C=C\c2ccccc2)C1=O)Nc1cccc(O)c1
  1466 | 1626
Cc1cccn2c(CN[C@@H]3CCCC[C@H]3c3ccccc3)c(C(=O)N3CCOCC3)nc12
  1780 | 1477
COc1ccc(NC(=O)CSc2nc3ccccc3c(=O)n2CCCN2CCOCC2)c(OC)c1
  1664 | 1706
COc1ccc(S(=O)(=O)N(C)c2ccc(C(=O)N3CCCC3)cc2)cc1
  1761 | 1782
CCOC(=O)C1CCN(C(=O)CSc2c3c(nc4ccccc24)CCC3)CC1
  1938 | 1925
O=C(O)c1ccccc1C(=O)NNc1cccc(Cl)n1
  1682 | 1512
Cc1cccc(C(=O)N2CCCCCC2)c1[N+](=O)[O-]
  1630 | 1483
N#Cc1c(N2C(=O)Nc3ccccc3N2O)sc2c1CCCCCC2
  1657 | 1304
CCOC(=O)CSC1=NC(=O)/C(=C/c2ccc(Br)cc2)S1
  1622 | 1476
CCN(CC)CCNC(=O)c1ccc(NC(=O)Cc2ccccc2F)cc1
  1731 | 1573
c1ccc2nc3ccccc3nc2c1
  1609 | 1598
O=C(CCCOc1ccc(Cl)cc1Cl)N/N=C/c1ccco1
  2013 | 1523
Cc1ccc(O)c(C(CC(=O)NCc2ccco2)c2ccccc2)c1 (centres undefined)
  1946 | 1656
Cc1ccc(C(O)(C(=O)NN(C(=O)c2ccccc2)c2ccccc2)c2ccc(C)cc2)cc1
  1925 | 1527
Cc1cccc(N2CC3=C(C2=O)C(c2ccccc2)NC(=O)N3C)c1 (centres undefined)
  1839 | 1711
CCN(Cc1ccccc1)C(c1ccncc1)c1nnnn1C(C)(C)C (centres undefined)
  1627 | 1520
Cc1ccc(C(=O)N2CCN(S(=O)(=O)c3ccccc3[N+](=O)[O-])C2)cc1
  2036 | 1319
COC(=O)[C@@]1(Cc2ccc(F)cc2)[C@H]2c3cc(C(=O)N(C)C)n(Cc4ccccn4)c3C[C@H]2CN1C(=O)c1ccccc1
  1519 | 1365
CC(C(=O)NC(C)(C)C)N(Cc1cccs1)C(=O)CCN1CCc2ccccc21 (centres undefined)
  1885 | 1781
CC(C)c1ccc(NCCC(=O)c2ccc(Br)cc2)cc1
  1736 | 1511
CCSc1ccc(-c2ccc(C)cc2)nn1
  1723 | 1744
S=c1[nH]ccn1-c1cccc(Cl)c1
  2034 | 1624
O=C(N/N=C/c1cccc(Br)c1)c1ccc(Br)cc1
  1726 | 1373
COc1ccc(CCNC(=O)CSc2nnnn2-c2ccccc2)cc1
  1565 | 1573
Cc1ccc(Cn2nnnc2CN2CCC(O)(c3cccnc3)CC2)cc1
  1741 | 1573
COc1cccc(Cn2c(NCc3ccco3)nc3c2c(=O)n(C)c(=O)n3C)c1
  1986 | 1537
COc1nc(NCCO)nc(Nc2ccc([N+](=O)[O-])cc2)n1
  1722 | 1810
Cc1nn(-c2ccccc2)c(Cl)c1/C=C/C(=O)c1ccc(O)cc1
  1586 | 1437
CCOC(=O)C1(CCOc2ccccc2)CCN(CCCn2cccn2)CC1
  1655 | 1545
CN1CCC(N(C)C(=S)NCCc2ccccc2)CC1
  1787 | 1799
CCSc1nc(-c2ccccc2)nc2c1CCCC2
  1968 | 1716
Cc1c(Cl)cnc(NC(=O)COC(=O)c2cc3c(s2)CCC(C)C3)c1Cl (centres undefined)
  1834 | 1812
COc1ccc(S(=O)(=O)N2CC(O)CC2C(=O)OCc2nc3sc(C)c(C)c3c(=O)[nH]2)cc1 (centres undefined)
  1680 | 1467
c1ccc(CNc2ncnc3ccccc23)cc1
  1826 | 1460
C/C(CC(=O)Nc1ccc(N(C)C)cc1)=N\NC(=O)Cc1csc(N)n1
  1835 | 1712
CCCn1c(SCC(=O)NCc2ccccc2)n[nH]c1=O
  1727 | 1508
Cc1ccc(-c2noc(CCC(=O)N3CCN(c4cccc(C(F)(F)F)c4)CC3)n2)cc1
  1968 | 1381
O=C(Cn1c(-c2ccccc2)c[n+]2ccsc12)c1ccccc1
  1812 | 1419
Cc1ccc(-c2nc(N)n(C(=O)c3cccs3)n2)cc1
  1721 | 1266
CCc1nnc(NS(=O)(=O)c2ccc(NC(=S)NC(=O)c3ccccc3)cc2)s1
  1609 | 1338
O=c1cc(CSc2nnc3ccccn23)c2c(ccc3ccccc32)o1
  1755 | 1417
Cc1ccc(/C=C(\NC(=O)c2ccccc2)C(=O)NCC2CCCO2)o1 (centres undefined)
  1773 | 1544
Cc1ccc(Cl)cc1N1CCN(C(=O)C2CCN(c3nnc(-n4cccc4)s3)CC2)CC1
  1644 | 1686
c1ccc(CCn2cnc3ccccc32)cc1
  1466 | 1572
CCOc1cc(/C=C2\C(=O)ON=C2C)ccc1OCc1ccccc1
  1856 | 1556
O=C(NNS(=O)(=O)c1ccccc1[N+](=O)[O-])c1ccccc1Cl
  1859 | 1688
COc1cccc(/C=N\NC(=O)Cn2nnc3ccccc32)c1O
  1911 | 1720
CC1C/C(=N\NC(=O)c2ccc(NS(=O)(=O)c3ccc(Br)cc3)cc2)CC(C)(C)C1 (centres undefined)
  1821 | 1658

# Remaining list, next part
# Every second line gives: SRC1 TRFRET art | SRC3 TRFRET art
O=c1nc(N/N=C/c2ccccn2)cn[nH]1
  1914 | 1552
COc1ccc(/C=N\n2nnc3ccccc32)cc1
  2019 | 1515
CC(C)=CC(=O)OCC(=O)Nc1ccc(SC(F)F)cc1
  1742 | 1429
CCN(CC)C(=O)CSc1nc2[nH]ncc2c(=O)[nH]1
  1642 | 1596
Cc1cc(C)c(CN2CCCC(CNC(=O)c3ccc(F)cc3)C2)c(-n2cccn2)c1 (centres undefined)
  1801 | 1737
O=C(Nc1nnc(SCC(=O)N2CCCc3ccccc32)s1)c1ccc2ccccc2c1
  1873 | 1534
Cc1ccc(NC(=O)c2cccs2)cc1S(=O)(=O)Nc1cccc(Cl)c1
  1834 | 1564
COc1ccc(-c2cc(C(=O)c3c(N)n(C)c(=O)n(C)c3=O)c3ccccc3n2)cc1OC
  1855 | 1655
Cc1nc2ccccn2c1C(=O)/C=C/c1cccc([N+](=O)[O-])c1
  1805 | 1471
Cc1cc(=O)[nH]c(N/N=C/c2ccc(N(C)C)cc2)n1
  1688 | 1713
O=C(Nc1ccccc1-c1ccccc1)c1ccc(Cl)c([N+](=O)[O-])c1
  1985 | 1409
CCOc1cc(NC(=O)c2ccccn2)c(OCC)cc1NC(=O)c1ccc(C)cc1
  1457 | 1525
CCOC(=O)c1sc(-c2ccc(C)cc2)c(C#N)c1C
  2001 | 1976
O=C(CCSCCc1ccccn1)Nc1ccc(Br)cc1F
  1787 | 1517
COc1ccc(CC(=O)Nc2ccccc2C(=O)N2CCOCC2)cc1OC
  1869 | 1724
Cc1ccc(-c2csc(NC(=O)/C=C/c3ccco3)c2C(=O)O)cc1
  1787 | 1469
COc1ccc(OC)c(/C=N/NC(=O)CN2CCSCC2)c1
  1744 | 1684
CC(=O)Nc1ncc(Cc2cc(Cl)ccc2Cl)s1
  1736 | 1622
O=C(NCCc1ccccc1)/C(=C\c1ccc([N+](=O)[O-])cc1)NC(=O)c1ccc(Br)cc1
  1898 | 1557
CN1CCN(CC(O)(c2ccc(Cl)cc2)c2ccc(Cl)cc2)CC1
  1911 | 1701
CCC(C)c1ccc(NC(=S)NC2CCN(Cc3ccccc3)CC2)cc1 (centres undefined)
  1865 | 1487
COc1ccc(OCCCNCCc2ccccc2)cc1
  1862 | 1662
CCC(=O)Nc1cc(OC)cc(OC)c1
  1784 | 1718
CCOc1ccc(/C(O)=C2/C(=O)C(=O)N(CCN(CC)CC)C2c2ccco2)cc1 (centres undefined)
  1907 | 1494
Cc1ccc(S(=O)(=O)N(C(=O)c2ccncc2)c2ccc(OC(=O)c3ccncc3)cc2)cc1
  1754 | 1519
Cc1ccc(C(=O)N/C(=C/c2cn(-c3ccccc3)nc2-c2ccccc2)C(=O)O)cc1
  1760 | 1816
Cc1c(CN2CCC(CO)(CCOc3ccccc3)CC2)[nH]c2ccc(Cl)cc12
  1611 | 1593
CCCCN1C(=O)C(O)(CC(=O)c2ccccc2OC)c2ccccc21 (centres undefined)
  1803 | 1698
O=C(CCn1c(=S)oc2ccccc21)Nc1cccc(F)c1
  2054 | 1554
O=C(Nc1ccc(NC(=O)c2ccco2)c(Cl)c1)c1cccc([N+](=O)[O-])c1
  2095 | 1699
Cc1ccc(C(=O)N2C(CC(=O)Nc3ccc(Cl)cc3)C(=O)NC3CCCCC32)cc1 (centres undefined)
  1743 | 1730
COc1ccccc1CN=C1Nc2ccccc2CS1
  1862 | 1599
C/C(CC(=O)Nc1cc(C)ccn1)=N\NC(=O)c1cccc(C)c1
  1870 | 1469
COc1ccc(S(=O)(=O)N2CCOCC2)cc1NC(=O)CSc1n[nH]c(C(C)C)n1
  1767 | 1606
O=C(CCl)Nc1cc(S(=O)(=O)N2CCCCCC2)ccc1Cl
  1753 | 1527
O=C(c1ccco1)N1CCN(S(=O)(=O)c2ccccc2[N+](=O)[O-])CC1
  2222 | 1538
Cc1ccc(S(=O)(=O)NN2C(=O)/C(=C/c3cccn3C)SC2=S)cc1
  1859 | 1651
CCCn1c(N/N=C\C=C\c2ccccc2)nc2c1c(=O)[nH]c(=O)n2C
  1548 | 1518
CCCCC1=C([O-])C2N=CC=CC2=[N+](c2ccccn2)C1=O (centres undefined)
  1996 | 1737
C=CCNC(=O)/C(=C/c1cn(-c2ccccc2)nc1-c1cccc([N+](=O)[O-])c1)NC(=O)c1ccccc1
  1823 | 1959

# Next section; it opens with the 7 that closed the last part.
# Every second line gives: SRC1 TRFRET art | SRC3 TRFRET art
COc1ccc(S(=O)(=O)N2CCOCC2)cc1NC(=O)CSc1n[nH]c(C(C)C)n1
  1767 | 1606
O=C(CCl)Nc1cc(S(=O)(=O)N2CCCCCC2)ccc1Cl
  1753 | 1527
O=C(c1ccco1)N1CCN(S(=O)(=O)c2ccccc2[N+](=O)[O-])CC1
  2222 | 1538
Cc1ccc(S(=O)(=O)NN2C(=O)/C(=C/c3cccn3C)SC2=S)cc1
  1859 | 1651
CCCn1c(N/N=C\C=C\c2ccccc2)nc2c1c(=O)[nH]c(=O)n2C
  1548 | 1518
CCCCC1=C([O-])C2N=CC=CC2=[N+](c2ccccn2)C1=O (centres undefined)
  1996 | 1737
C=CCNC(=O)/C(=C/c1cn(-c2ccccc2)nc1-c1cccc([N+](=O)[O-])c1)NC(=O)c1ccccc1
  1823 | 1959
NNc1ncnc2scc(-c3ccc(Cl)cc3)c12
  1949 | 1669
CCOC(=O)C(Oc1ccc2c(-c3ccccc3)cc(=O)oc2c1C)c1ccccc1 (centres undefined)
  1650 | 1574
CC(C)OC(=O)c1c(NC(=O)CCC(=O)O)sc2c1CCCCC2
  1852 | 1710
CCOc1cc(C2C(C#N)=C(N)OC3=C2C(=O)CC(C)(C)C3)cc([N+](=O)[O-])c1O (centres undefined)
  1398 | 1519
OC(CON=C1c2ccccc2-c2ccccc21)CN1CCNCC1 (centres undefined)
  1891 | 1350
O=C(O)CC1(CC(=O)Nc2ccc(Br)cc2)CCCCC1
  1608 | 1402
CCCOc1ccc(Cc2c(Cl)nc(SC)nc2N(C)C)cc1
  1815 | 1603
Cc1c(NC(=O)CN2C(=O)c3ccc([N+](=O)[O-])cc3C2=O)c(=O)n(-c2ccccc2)n1C
  2030 | 1513
Cc1c(Cl)c([N+](=O)[O-])nn1CCCC(=O)Nc1cc(Oc2ccccc2)cc([N+](=O)[O-])c1
  1739 | 1627
CSc1ccc(C#N)cc1NC(=O)c1ccc(Cl)nc1
  1979 | 1551
N#C/C(=C\c1ccccc1)c1ccccn1
  1999 | 1753
S=C1NC2=C(CCCC2=C2SCCCS2)C(c2ccccc2)N1 (centres undefined)
  1679 | 1423
COc1ccccc1NC(=O)CCC(=O)N/N=C(/C)c1ccc(C)cc1
  1863 | 1563
COC(=O)N/N=C/c1cc(C)n(-c2ccccc2)c1C
  1751 | 1674
CC(=O)Nc1ccc(NC(=O)[C@@H]2CCCC[C@@H]2C(=O)O)cc1
  1807 | 1574
Cn1c(Cc2ccccc2)nnc1SCc1ccc(C(=O)O)cc1
  1705 | 1551
Cc1cc(C)cc(N=c2c([N+](=O)[O-])nn(-c3ccc4c(c3)OCCO4)n2O)c1
  2050 | 1642
COc1ccc(/C=C/C(=O)OCc2cc(=O)n3c(n2)sc2ccccc23)cc1
  1787 | 1448
COc1ccc(CC(=O)c2ccc(OC)c(OC)c2)cc1
  1983 | 1378
Cc1ccc(OCC(=O)c2cc(C)n(C3CC3)c2C)c([N+](=O)[O-])n1
  1673 | 1513
CC(=O)Nc1ccc(NC(=O)/C(=C/c2ccco2)NC(=O)c2ccccc2)cc1
  1792 | 1361
COC(=O)c1ccccc1C(=O)N1CCOCCN(C(=O)c2ccccc2C(=O)OC)CCOCC1
  1694 | 1454
COc1ccc([N+](=O)[O-])cc1NC(=O)CCCOc1ccccc1
  1676 | 1454
COc1ccc2cc(C(=O)Nc3ccccc3)sc(=O)c2c1OC
  2068 | 1719
CNc1ccc(OC(F)F)cc1C(=O)c1ccccc1
  1528 | 1537
Cc1cc(Br)c(NC(=O)COC(=O)CSc2nnc(-c3ccc(Cl)cc3)o2)c(Br)c1
  1898 | 1817
c1ccc2c(-c3cn4ccccc4n3)c[nH]c2c1
  1766 | 1605
CN1C(=O)C(C(=O)Nc2ccccc2F)c2ccccc21 (centres undefined)
  1851 | 1638
CC(C)NCc1cccc([N+](=O)[O-])c1
  1548 | 1477
CN(C)S(=O)(=O)c1ccc(NC(=O)CSc2n[nH]c(=O)n2C2CC2)cc1
  1877 | 1650
COc1ccccc1N1CCN(c2cc(=O)n(-c3ccc(Cl)cc3)c(=O)[nH]2)CC1
  1608 | 1552
Cc1ccc(/C=C/C(=O)N2CCN(c3ncccn3)CC2)o1
  1887 | 1586
CCCC[n+]1ccc(-c2nc3ccc([N+](=O)[O-])cc3[nH]2)cc1
  1605 | 1335

# From PubChem

# Some of the compounds tested, so the mix of outcomes need not match the whole.
